T cell HTS: modulators of CD8 T cell-vesicle binding, primary screen, mouse 2C CD8+ T cells, flow cytometry. 2C CD8+ T cell-vesicle binding; hits give low values. AID 2052, 2009. calls only at 7 µM. 330,000 compounds, 0.068% hits;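 active means response, share of CD8 T cells binding vesicles, and their 90th percentile fluorescence all below set limits, cut at about 80% in these data, passing the limit was not always enough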
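incubation = binding step 1.5 h, 37 °C, antibody labelling 20 min, ice | test system = 2C mouse CD8+ T cells | read-out basis = percent CD8+ FL2 mean versus row control | controls = Peptide-free naked vesicles (low) and QL9 vesicles with 0.7% DMSO vehicle (high) | detection = flow cytometry of vesicle-bound cells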
GPR35 arrestin U2OS: GPR35 antagonists blocking zaprinast-driven arrestin recruitment, primary screen, imaging, U2OS, beta-arrestin-GFP, zaprinast agonist (AID 2058); G-protein coupled receptor 35 (Homo sapiens); U2OS GPR35 beta-arrestin-GFP translocation imaging, zaprinast antagonism; higher % means a stronger effect; inhibition, % at 10 µM; hits with a dose series show IC50 in µM; 290,000 compounds, 0.052% hits;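 active means inhibition of at least 50% with at least 30 cells and total cytoplasm GFP at most 10,000,000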
GPR55 beta-arrestin: GPR55 agonists via beta-arrestin recruitment, primary screen, imaging, U2OS cells, beta-arrestin-GFP redistribution (AID 1961); G-protein coupled receptor 55 (Homo sapiens); U2OS GPR55 beta-arrestin-GFP redistribution imaging; higher % means a stronger effect; activation, % at 10 µM, or EC50 in µM where a hit was titrated; 290,000 compounds, 0.048% hits;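 active means activation above 40% with more than 50 cells counted in the well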;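 further: U2OS osteosarcoma cells stably expressing GPR55 and beta-arrestin-GFP; plate controls were DMSO negative control for no effect and LPI positive control for full effect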
KOR beta-arrestin-1: KOR agonists, beta-arrestin recruitment, primary screen, cell-based, luminescence, uHTS (AID 1777). KOR beta-arrestin recruitment, luminescence; higher % means a stronger effect. activation, % at 10 µM; hits with a dose series show EC50 in µM. 280,000 compounds, 0.02% hits; in the data active means activation above about 50%, passing the limit was not always enough; further: a part of the inactive calls stands beside numbers as strong as those of hits
Salmonella PhoP GFP: inhibitors of PhoP regulon expression, primary screen, Salmonella Typhimurium, GFP reporter (AID 1863) | S. Typhimurium PhoP-regulated promoter GFP reporter, 4 h; higher % means a stronger effect | inhibition, % at 50 µM; hits with a dose series show IC50 in µM | 300,000 compounds, 0.16% hits;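 active means inhibition over 29.93%, a cutoff 3 SD above the screen mean, later confirmed by dose response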;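 further: 0% = low Mg2+ inducing control and 100% = high Mg2+ repressing control; strong numbers were not always called active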
KOR beta-arrestin-2: KOR antagonists, beta-arrestin recruitment, cell-based, luminescence, uHTS (AID 1778); Kappa-type opioid receptor (Homo sapiens); KOR beta-arrestin recruitment, luminescence, antagonist mode; higher % means a stronger effect; inhibition, % at 10 µM, or IC50 in µM where a hit was titrated; 290,000 compounds, 0.091% hits; in the data active means inhibition above about 50%; further: strong numbers were not always called active
GPR55 LPI antagonism: GPR55 antagonists blocking LPI-driven arrestin recruitment, primary screen, imaging, U2OS, beta-arrestin-GFP, LPI agonist (AID 2013) | 290,000 compounds, 0.13% hits | U2OS GPR55 beta-arrestin-GFP translocation imaging, LPI antagonism; higher % means a stronger effect | inhibition, % at 10 µM, or IC50 in µM where a hit was titrated;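 active means spots per cell inhibited over 60%, with over 100 cells counted and total cytoplasm intensity under 500,000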;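 further: U2OS cells stably carrying GPR55 and arrestin-GFP stimulated by 5 µM LPI near EC80; imaged beta-arrestin-GFP aggregate spots per cell after agonist stimulation; plate controls were LPI-stimulated DMSO wells for no effect and DMSO wells without LPI for full effect; some results filed as inactive read as strong as hits; confirmed hits need IC50 under 10 µM and bright autofluorescent wells are also inconclusive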
NTR1 agonist: agonists of NTR1, primary screen, imaging, U2OS cells, beta-arrestin-GFP, high content (AID 493036) | Neurotensin receptor type 1 (Homo sapiens), P30989 | NTR1-U2OS beta-arrestin-GFP spot imaging, agonist mode | activation, % at 20 µM | 330,000 compounds, 0.17% hits;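 active means activation at or above 40% of the spot to cytoplasm intensity ratio, with at least 20 cells analyzed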;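 further: 0% = DMSO without peptide and 100% = 100 nM NTR1 peptide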
Target sequence (P30989 whole entry, looked up): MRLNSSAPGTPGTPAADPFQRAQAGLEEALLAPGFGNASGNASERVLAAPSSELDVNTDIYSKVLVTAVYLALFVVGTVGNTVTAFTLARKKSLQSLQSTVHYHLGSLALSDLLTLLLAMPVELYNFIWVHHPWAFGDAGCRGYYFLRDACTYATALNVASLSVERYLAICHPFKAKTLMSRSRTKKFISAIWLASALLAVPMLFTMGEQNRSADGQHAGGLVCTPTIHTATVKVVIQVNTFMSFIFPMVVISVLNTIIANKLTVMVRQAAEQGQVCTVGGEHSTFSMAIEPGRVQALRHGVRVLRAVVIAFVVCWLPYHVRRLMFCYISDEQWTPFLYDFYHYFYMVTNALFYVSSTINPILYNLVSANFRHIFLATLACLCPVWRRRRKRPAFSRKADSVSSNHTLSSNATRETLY
West Nile virus CPE: West Nile virus antiviral activity, cell-based, CPE readout (AID 1621). West Nile virus-infected cells, CPE inhibition; higher % means a stronger effect. one-dose CPE inhibition, % at 10 µM; IC50 in µM for titrated hits. 290,000 compounds, 0.02% hits; in the data active means a potency from the dose series; further: strong numbers were not always called active
T cell HTS vesicle-bound %: second read-out of T cell HTS, no call of its own (marks repeat the call); double positive events, %; measured here: CD8+ vesicle-bound cell fraction;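 binding gate set so that unloaded-vesicle control wells show 10% double positive cells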
NTR1 agonist cell count 20 µM: second read-out of NTR1 agonist, no call of its own (marks repeat the call); cell count; measured here: cell count, cytotoxicity flag
Active calls of the source: *; i = inactive; · = not tested or not shown; [ ] = another dose, or the depositor's remark. Hits appear at their usual frequency. Share with any hit: about 0.62%.

SMILES	T cell HTS	T cell HTS vesicle-bound %	GPR35 arrestin U2OS	GPR55 beta-arrestin	KOR beta-arrestin-1	Salmonella PhoP GFP	KOR beta-arrestin-2	GPR55 LPI antagonism	NTR1 agonist	NTR1 agonist cell count 20 µM	West Nile virus CPE
O=C(CCn1c(=O)c2cccn2c2ccc(F)cc21)NCc1cccc(F)c1	i	29.5	-5.0%	-0.4%	5.2%	-5.4%	-5.3%	6.1%	1.6	65	-0.7%
COc1ccc(S(=O)(=O)N2CCCC2)cc1C(=O)N1CCOCC1	i	32.1	-7.6%	-0.6%	1.2%	2.8%	-0.7%	6.0%	0.3	44	0.2%
COc1ccccc1Nc1ncc(C(=O)N2CCN(Cc3ccc(OC)c(OC)c3OC)CC2)c2ccccc12	i	46.4	-8.2%	0.4%	-3.8%	-4.9%	24.9%	6.5%	4.8	56	0.4%
CC(NCCO)C(=O)C12CC3CC(CC(C3)C1)C2 (stereo unspecified)	i	65.0	9.8%	-0.2%	2.8%	21.5%	6.5%	11.9%	0.0	67	-0.2%
Nc1nonc1-n1nnc(C(=O)N/N=C/C2CC=CCC2)c1CSc1ccccc1 (stereo unspecified)	i	57.1	27.4%	-0.1%	1.8%	-10.0%	8.6%	-2.4%	-0.3	49	0.2%
Cc1nc2ccccc2cc1OCc1ccccc1	i	29.2	-7.9%	0.5%	2.2%	-1.7%	8.0%	-17.7%	3.0	65	·
CCn1nc(C)c(NC(=O)CCCSc2nc(-c3ccco3)cc(C(F)(F)F)n2)c1C	i	17.0	1.4%	0.2%	-6.2%	-2.4%	27.2%	6.1%	0.7	35	-0.5%
Cc1ccc(C(=O)OCC(=O)NC2CCCCC2)s1	i	25.6	-10.1%	-0.2%	8.8%	-13.1%	-11.4%	6.0%	0.8	58	-0.4%
CN1CCN(C(=O)c2c(NC(=O)c3ccco3)sc3c2CCC(C(C)(C)C)C3)CC1 (stereo unspecified)	i	38.9	8.2%	0.2%	3.1%	3.7%	-10.8%	1.5%	-1.1	85	-0.6%
COc1ccccc1C/C(N)=N/OC(=O)COc1cccc2ccccc12	i	30.0	19.4%	0.3%	-0.5%	-0.8%	9.7%	4.7%	4.8	62	0.1%
O=C(CSCc1cccc(Br)c1)N1CCOCC1	i	35.8	7.6%	-0.2%	-4.3%	18.8%	4.1%	-2.0%	3.8	107	-0.8%
CC(=O)Nc1cc(NC(=O)CCCC(=O)O)ccc1Cl	i	49.3	-2.3%	0.3%	11.2%	0.9%	-6.6%	-2.8%	-0.9	56	-0.2%
CC(C)NC(=S)N/N=C/c1cccnc1	i	25.5	-17.9%	-0.2%	3.6%	3.6%	26.2%	-8.2%	-0.7	47	0.3%
Cc1cccc(COc2ccc(/C=N/NC(=O)c3nnn(-c4nonc4N)c3CN3CCCCC3)cc2)c1	i	31.1	-0.1%	-0.2%	-2.2%	-7.2%	-65.8%	-8.6%	1.7	69	0.1%
Cc1ccc(NC(=O)OCCNC(=O)c2ccncc2)cc1	i	28.6	-11.1%	0.6%	0.7%	-6.0%	4.7%	3.2%	0.4	61	0.1%
CCOc1ccc(/C=C2/SC(=S)N(n3c(C)ccc3C)C2=O)cc1	i	19.8	12.6%	-0.1%	0.8%	-9.6%	6.8%	12.5%	4.5	79	-0.3%
Cc1ccc(Nc2nc(-c3cccs3)cs2)nc1	i	42.7	-8.0%	0.1%	-2.6%	-0.4%	0.4%	-3.5%	3.5	46	-0.1%
CCc1nnc(NS(=O)(=O)c2ccc(N/C=C\C(=O)c3ccc(C)cc3)cc2)s1	i	26.3	7.7%	-0.1%	-0.1%	-9.1%	10.2%	13.4%	-0.1	57	0.2%
Cc1c(NC(=O)c2cc(-n3cnnc3)ccc2Cl)cccc1-c1nc2ccccc2o1	i	34.1	8.7%	-0.2%	2.9%	-9.1%	-32.8%	14.1%	1.6	44	0.1%
O=C(CCCOc1ccc(Cl)cc1Cl)Nc1ccc(O)cc1C(=O)O	i	43.7	12.0%	0.0%	2.3%	-5.6%	3.1%	-2.0%	2.2	51	0.6%

One compound at a time (already shown).
O=C(CCCOc1ccc(Cl)cc1Cl)Nc1ccc(O)cc1C(=O)O in the list: T cell HTS: i; T cell HTS vesicle-bound %: 43.7; GPR35 arrestin U2OS: 12.0%; GPR55 beta-arrestin: 0.0%; KOR beta-arrestin-1: 2.3%; Salmonella PhoP GFP: -5.6%; KOR beta-arrestin-2: 3.1%; GPR55 LPI antagonism: -2.0%; NTR1 agonist: 2.2; NTR1 agonist cell count 20 µM: 51; West Nile virus CPE: 0.6%
Cc1ccc(NC(=O)OCCNC(=O)c2ccncc2)cc1 in the list: T cell HTS: i; T cell HTS vesicle-bound %: 28.6; GPR35 arrestin U2OS: -11.1%; GPR55 beta-arrestin: 0.6%; KOR beta-arrestin-1: 0.7%; Salmonella PhoP GFP: -6.0%; KOR beta-arrestin-2: 4.7%; GPR55 LPI antagonism: 3.2%; NTR1 agonist: 0.4; NTR1 agonist cell count 20 µM: 61; West Nile virus CPE: 0.1%
CN1CCN(C(=O)c2c(NC(=O)c3ccco3)sc3c2CCC(C(C)(C)C)C3)CC1 (stereo unspecified) in the list: T cell HTS: i; T cell HTS vesicle-bound %: 38.9; GPR35 arrestin U2OS: 8.2%; GPR55 beta-arrestin: 0.2%; KOR beta-arrestin-1: 3.1%; Salmonella PhoP GFP: 3.7%; KOR beta-arrestin-2: -10.8%; GPR55 LPI antagonism: 1.5%; NTR1 agonist: -1.1; NTR1 agonist cell count 20 µM: 85; West Nile virus CPE: -0.6%

Next part:
SMILES	T cell HTS	T cell HTS vesicle-bound %	GPR35 arrestin U2OS	GPR55 beta-arrestin	KOR beta-arrestin-1	Salmonella PhoP GFP	KOR beta-arrestin-2	GPR55 LPI antagonism	NTR1 agonist	NTR1 agonist cell count 20 µM	West Nile virus CPE
COC(=O)C1CCN(C(=O)Nc2ccc(OC)cc2)CC1	i	38.0	5.2%	-0.1%	-0.7%	-3.6%	-0.1%	15.5%	-1.7	73	0.1%
COc1ccc(/C=N/c2sc3c(c2C#N)CCN(Cc2ccccc2)C3)c(O)c1	i	45.1	7.8%	-0.2%	11.7%	-14.9%	18.7%	-0.9%	1.9	57	-0.8%
COc1ccc(C(=O)NC(=S)Nc2ccc3[nH]c(=O)[nH]c3c2)cc1	i	14.7	11.4%	0.4%	-1.7%	-0.5%	-33.4%	-1.0%	0.2	50	0.1%
Cc1cccc(Nc2nn3c(=O)c4ccccc4nc3s2)c1	i	62.7	11.9%	-0.1%	-0.6%	2.4%	20.4%	23.3%	-1.9	81	0.3%
O=C(O)c1cccc(NC(=O)c2ccc(Cl)c(S(=O)(=O)N3CCCCCC3)c2)c1	i	61.5	-7.8%	-0.3%	2.9%	-9.0%	-12.1%	5.9%	1.0	80	1.0%
CS(=O)(=O)NCC(c1cccnc1)N1CCN(c2ccccc2F)CC1 (stereo unspecified)	i	28.2	-2.4%	-0.3%	-0.2%	-0.2%	20.7%	7.5%	0.3	50	0.7%
CCC(C)(C(=O)NC1CCCC1)N(C(=O)c1ccccn1)c1ccc(C)cc1 (stereo unspecified)	i	28.2	5.7%	-0.1%	-4.2%	9.8%	4.0%	-1.7%	-1.0	59	-0.8%
Oc1cccc(NC(=S)N=Nc2c(O)[nH]c3ccccc23)c1	i	10.9	-1.0%	-0.2%	-0.9%	4.6%	20.4%	1.4%	3.5	56	0.8%
CC1CCN(S(=O)(=O)c2ccc3c(c2)N(CC(=O)NCCCOC(C)C)C(=O)CS3)CC1	i	30.8	-0.7%	0.2%	0.3%	-2.4%	-31.9%	7.5%	0.1	79	0.0%
Cc1cc(NC(=O)Cn2nc(C(=O)O)c3ccccc3c2=O)c([N+](=O)[O-])cc1C	i	31.7	8.0%	0.4%	-3.2%	9.8%	1.3%	13.1%	5.2	58	-0.1%
CC(=O)N(c1ccccc1)c1nc(/C=C/C(=O)Nc2c(C)cc(C)cc2C)cs1	i	44.6	-1.5%	-0.2%	0.8%	-4.5%	-11.6%	0.7%	1.4	42	-0.3%
CN(C)C(=O)C1CCC(=O)N1Cc1cccs1 (stereo unspecified)	i	37.5	-10.6%	-0.1%	4.6%	-7.6%	8.6%	3.8%	0.3	23	-0.1%
Cc1ccc(S(=O)(=O)N(C)c2ccc(OC(=O)c3ccc(=O)[nH]c3)cc2)cc1	i	50.0	-5.6%	1.0%	1.1%	-10.5%	-8.9%	-6.1%	1.1	43	-0.4%
COCC(=O)Nc1cc(C)cn(Cc2cccc(C(F)(F)F)c2)c1=O	i	11.2	5.3%	-0.3%	-5.9%	3.6%	-27.5%[20 µM]	2.2%	-0.4	56	0.1%
Cc1ccc(-c2nnn(CC(=O)N(CCCO)C(C(=O)NC3CCCC3)c3ccc(F)cc3)n2)o1 (stereo unspecified)	i	28.5	-9.8%	0.5%	0.5%	0.0%	14.4%	-0.9%	-0.7	42	-0.1%
Cc1c(C(=O)NCCN2C(=O)S/C(=C\c3cccs3)C2=O)cccc1[N+](=O)[O-]	i	35.5	-5.4%	-0.2%	-1.2%	0.5%	38.4%	-1.2%	0.5	76	-0.5%
COC(=O)c1c(NC(=O)CSc2ncnc3[nH]ncc23)sc2c1CCC2	i	28.0	-6.5%	-0.1%	-1.7%	1.8%	-5.6%	-5.0%	0.3	36	0.1%
C=CCCC(=O)Nc1nc(C)c(-c2csc(Nc3ccc(Cl)cc3)n2)s1	·	·	-4.1%	-0.1%	3.9%	-8.7%	-42.2%	12.8%	2.2	42	0.1%
N#CCCn1cc(/C=N/NC(N)=S)c(-c2ccc(-c3ccccc3)cc2)n1	i	35.2	-2.9%	1.1%	-5.1%	-4.6%	-27.6%	-3.4%	5.3	36	0.3%
O=C1OCC2OC(O)C(O)C(O)C2OC(=O)c2cc(O)c(O)c(O)c2-c2c(O)c(O)c3oc(=O)c4c(c(O)c(O)c5oc(=O)c2c3c54)-c2c1cc(O)c(O)c2O (stereo unspecified)	·	·	-4.8%	-0.1%	0.6%	-2.8%	-0.1%	-4.5%	·	·	2.9%
Cc1ccsc1C(=O)Nc1ccc(F)c([N+](=O)[O-])c1	i	4.5	7.7%	-0.4%	-0.4%	-0.8%	-21.2%	10.4%	-0.9	60	-0.4%

Source: PubChem BioAssay
